Rab7 wt modul: alters GTP binding to wildtype dog Rab7; GST-Rab7 beads, fluorescent GTP binding, flow cytometry; actives lie on both sides; untreated = 100%, excess cold GTP = 0%; GTP binding activity (percent of control), % at 10 µM; 190,000 tested, 0.055% active;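 active = fluorescent GTP binding to Rab7 beads changed by at least 20 points from the 100% baseline, either direction, mostly lower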;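 also: median green fluorescence of bound Bodipy-FL-GTP per Rab7 bead population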
Mcl1-Noxa inh: disrupts binding of human Mcl-1 to Noxa peptide; Q07820; TR-FRET Mcl-1/Noxa peptide binding, 2 h; inhibition, % at 21.7 µM; 220,000 tested, 1.5% active; AID 1022;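 active = compounds that cut the protein-peptide binding signal by more than 50% relative to plate controls in a single-dose test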;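 also: His-tagged Mcl-1 with rhodamine Noxa BH3 peptide and terbium anti-His antibody; 0% = Mcl-1 plus Noxa peptide wells and 100% = peptide-only wells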
Target sequence (Q07820 whole entry, looked up): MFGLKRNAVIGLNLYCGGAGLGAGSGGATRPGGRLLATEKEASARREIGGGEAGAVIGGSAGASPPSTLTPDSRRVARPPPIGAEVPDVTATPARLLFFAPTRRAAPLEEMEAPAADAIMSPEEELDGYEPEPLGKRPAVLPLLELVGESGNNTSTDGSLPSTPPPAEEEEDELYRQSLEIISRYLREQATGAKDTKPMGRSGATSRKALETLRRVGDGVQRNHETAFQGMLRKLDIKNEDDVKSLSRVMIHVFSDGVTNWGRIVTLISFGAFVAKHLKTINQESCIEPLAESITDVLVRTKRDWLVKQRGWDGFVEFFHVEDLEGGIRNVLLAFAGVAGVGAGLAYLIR
Bim-Mcl-1: human Bim-Mcl-1 interaction inhibition; Q07820; Bead-based flow cytometry, Bim peptide-Mcl-1 binding; inhibition, % at 10 µM; 190,000 tested, 0.1% active; in the data active = inhibition above about 40%;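 also: 0% = no compound tracer wells and 100% = peptide blocker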
Avidin bead fluor: compound fluoresces at 488/530 nm on avidin beads. AID 1775. compound fluorescence 488/530 nm, flow cytometry; active compounds read high. 220,000 tested, 0.38% active. fluorescence (KMESF) at 10 µM; in the data active = fluorescence above about 47; also: inactives centre near 10
HRas wt GTP bind: human HRas wildtype GTP binding, change in either direction; P01112; GST-Ras wt beads, Bodipy-FL-GTP binding, flow cytometry; actives lie on both sides; GTP binding activity, % at 10 µM; 190,000 tested, 0.14% active; AID 759;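 active = GTP binding activity at least 20% away from the 100% baseline, either lowered as inhibitor or raised as activator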;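 also: 0% = unlabeled GTP competition control and 100% = no-compound control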
Target sequence (P01112 whole entry, looked up): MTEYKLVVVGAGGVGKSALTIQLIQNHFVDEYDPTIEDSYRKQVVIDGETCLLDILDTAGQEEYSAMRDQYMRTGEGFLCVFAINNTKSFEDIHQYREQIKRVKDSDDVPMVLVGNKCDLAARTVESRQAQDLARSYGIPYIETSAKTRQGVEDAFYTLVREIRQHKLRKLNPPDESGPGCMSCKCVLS
Rab2 wt GTP: changes GTP binding to wildtype dog Rab2A, up or down. P61105. GST-Rab2 wt beads, Bodipy-GTP binding, flow cytometry. GTP binding activity, % at 10 µM. 190,000 tested, 0.19% active;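 active = GTP binding activity at least 20 points away from 100%, either lowered or raised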;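 also: 0% = beads with excess unlabeled GTP and 100% = no-compound control corrected for plate trend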
Pf gamet viab: P. falciparum stage V gametocyte viability inhibition; AID 743093; 150,000 tested, 0.065% active; P. falciparum stage V gametocytes, ATP luminescence, 24 h; inhibition, % at 10.9 µM;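 active = inhibition above the mean plus 3 SD of compounds within the control limits, set per campaign, cut at about 38% in these data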;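 also: 0% = DMSO wells and 100% = medium only without gametocytes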
Rac1 act GTP bind: modulators of GTP binding to human Rac1 activated mutant | P63000 | GST-Rac1 activated beads, fluorescent GTP binding, flow cytometry; actives lie on both sides; 100% means binding = to untreated wells | percent activity (GTP binding), % at 10 µM | 190,000 tested, 0.11% active | AID 764;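 active = GTP binding at least 20 percentage points away from the 100% baseline, in either direction, so actives lie on both sides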
Cdc42 wt: human Cdc42 wildtype GTP binding change, either direction | P60953 | GST-Cdc42 beads, Bodipy-GTP binding, flow cytometry; actives lie on both sides | percent activity (GTP binding), % at 10 µM | 190,000 tested, 0.2% active | AID 761;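 active = percent activity GTP binding at least 20 points away from the 100% baseline, either down as inhibitor or up as activator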;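 also: median bead fluorescence of bound Bodipy-FL-GTP at 100 nM; 0% = excess unlabeled GTP control and 100% = no compound control; below 100% means less GTP binding so inhibitor and above means activator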
Target sequence (P60953 whole entry, looked up): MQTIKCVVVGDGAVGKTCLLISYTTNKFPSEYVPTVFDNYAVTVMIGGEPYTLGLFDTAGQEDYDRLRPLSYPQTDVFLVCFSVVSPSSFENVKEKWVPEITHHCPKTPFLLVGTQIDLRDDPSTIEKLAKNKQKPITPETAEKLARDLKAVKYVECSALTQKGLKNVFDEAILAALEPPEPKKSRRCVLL
Mcl1 Bid PPI: disrupts binding of human Mcl-1 to Bid peptide; Q07820; TR-FRET Mcl-1/Bid-Dy647 peptide binding, 1536-well; inhibition, % at 21.7 µM; 220,000 tested, 0.97% active;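 active = compounds that cut the binding signal by more than half at the single screening dose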;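 also: His-tagged Mcl-1 with europium anti-His antibody binding Bid BH3 peptide; 0% = Mcl-1 plus peptide wells and 100% = peptide-only wells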
Rac1 wt GTP bind: alters GTP binding to wildtype human Rac1. P63000. GST-Rac1 beads, fluorescent GTP binding, flow cytometry; actives lie on both sides; 0 = cold GTP competed, 100 = untreated. GTP binding activity (% of control), % at 10 µM. 190,000 tested, 0.27% active. AID 757;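 active = GTP binding activity at least 20 points away from the 100% control level, either lower or higher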
Active calls of the source: *; . = no result given.

The first 7 records as a preview:
[1] CC(/C=N\NC(=O)CN1CCN(Cc2ccccc2)CC1)=C\c1ccco1
[2] CCOC(=O)CSc1n[nH]c(NC(C)=O)n1
[3] COC(CNC(=O)c1cccc(-n2c(=S)[nH]c3cc(Cl)ccc3c2=O)c1)OC
[4] COc1ccc(/C=N/NC(=O)CCSc2nc3ccccc3s2)cc1
[5] CC1(C)OC2OC(C(=O)N/N=C/c3cc(Br)ccc3O)C3OC(C)(C)OC3C2O1 (configuration not stated)
[6] CCOC(=O)c1c(C)n(C)c2cc(CN(C)C)c(O)c(S(=O)(=O)c3ccccc3)c12
[7] O=C(NC(N1CCOCC1)C(Cl)(Cl)Cl)c1ccc(Br)cc1 (configuration not stated)

Assay by compound	1	2	3	4	5	6	7
Rab7 wt modul	98	104	104	99	94	99	103
Mcl1-Noxa inh	4	14	-1	7	29	24	10
Bim-Mcl-1	0	0	-3	-5	0	0	0
Avidin bead fluor	3	19	8	13	4	11	13
HRas wt GTP bind	101	100	97	99	95	98	100
Rab2 wt GTP	99	100	97	98	94	98	104
Pf gamet viab	-23	.	14	-14	-34	4	1
Rac1 act GTP bind	102	96	90	99	99	97	98
Cdc42 wt	101	96	93	101	98	100	100
Mcl1 Bid PPI	-17	-2	-44	-27	-25	-12	-11
Rac1 wt GTP bind	102	99	96	100	100	104	101

This part in full, from the start:
[1] CC(/C=N\NC(=O)CN1CCN(Cc2ccccc2)CC1)=C\c1ccco1
[2] CCOC(=O)CSc1n[nH]c(NC(C)=O)n1
[3] COC(CNC(=O)c1cccc(-n2c(=S)[nH]c3cc(Cl)ccc3c2=O)c1)OC
[4] COc1ccc(/C=N/NC(=O)CCSc2nc3ccccc3s2)cc1
[5] CC1(C)OC2OC(C(=O)N/N=C/c3cc(Br)ccc3O)C3OC(C)(C)OC3C2O1 (configuration not stated)
[6] CCOC(=O)c1c(C)n(C)c2cc(CN(C)C)c(O)c(S(=O)(=O)c3ccccc3)c12
[7] O=C(NC(N1CCOCC1)C(Cl)(Cl)Cl)c1ccc(Br)cc1 (configuration not stated)
[8] CC(=O)c1cccc(Nc2cc(C)nc3c(C)cc(C)cc23)c1

Assay by compound	1	2	3	4	5	6	7	8
Rab7 wt modul	98	104	104	99	94	99	103	96
Mcl1-Noxa inh	4	14	-1	7	29	24	10	18
Bim-Mcl-1	0	0	-3	-5	0	0	0	-6
Avidin bead fluor	3	19	8	13	4	11	13	13
HRas wt GTP bind	101	100	97	99	95	98	100	101
Rab2 wt GTP	99	100	97	98	94	98	104	104
Pf gamet viab	-23	.	14	-14	-34	4	1	5
Rac1 act GTP bind	102	96	90	99	99	97	98	104
Cdc42 wt	101	96	93	101	98	100	100	105
Mcl1 Bid PPI	-17	-2	-44	-27	-25	-12	-11	-29
Rac1 wt GTP bind	102	99	96	100	100	104	101	104

[9] CSc1nc(N2CCOCC2)c2c3c(sc2n1)CCCC3
[10] CCN(C(=O)C1CCN(S(=O)(=O)c2cccc3nonc23)CC1)c1ccccc1
[11] COc1ccc(CC(=O)O/N=C(\N)Cc2cccc3ccccc23)cc1OC
[12] Cc1ccc(N(Cc2cc3ccccc3[nH]c2=O)S(=O)(=O)c2ccccc2)cc1
[13] COCCNCc1ccc(C(C)C)cc1
[14] C=CCN1C(=O)NC(c2ccccc2)(C(F)(F)F)S/C1=C(\C#N)c1nnc(N2CCOCC2)n1-c1ccccc1 (configuration not stated)
[15] O=S(=O)(NCc1ccccc1Br)c1cccs1
[16] COC(=O)c1ccc(OS(=O)(=O)N(C)C)cc1

Assay by compound	9	10	11	12	13	14	15	16
Rab7 wt modul	99	97	102	93	108	100	99	102
Mcl1-Noxa inh	13	8	19	7	6	35	10	11
Bim-Mcl-1	-4	0	0	-5	-1	-2	-8	1
Avidin bead fluor	10	6	8	8	9	9	10	12
HRas wt GTP bind	97	100	101	96	102	93	99	100
Rab2 wt GTP	97	98	100	97	105	91	99	99
Pf gamet viab	16	.	3	.	8	.	.	-14
Rac1 act GTP bind	97	99	97	98	97	92	99	97
Cdc42 wt	96	102	104	99	100	95	101	96
Mcl1 Bid PPI	4	-20	39	-43	-25	-6	-1	-15
Rac1 wt GTP bind	101	104	101	99	103	103	108	99

[17] Nc1nnnn1/N=C/c1cccc(Oc2ccccc2)c1
[18] C/C(CC(=O)Nc1cccc2c1CCCC2)=N\NC(=O)c1ccccc1N
[19] CCOC(=O)CN1C(=O)NC(C)(c2ccc(OC(F)F)cc2)C1=O (configuration not stated)
[20] Cc1cc(O)ccc1N/C=C/c1onc(C)c1[N+](=O)[O-]
[21] CN(C)c1cccc(C(=O)Nc2ccc3nc4n(c(=O)c3c2)CCCCC4)c1
[22] COc1ccc(C2=CC(=O)OC(C)(c3ccccc3)O2)cc1 (configuration not stated)
[23] O=C(Cc1ccccc1)Nc1ccc(C(=O)O)cc1
[24] CCOC(=O)N1CCN(C(=O)c2ccc(N(Cc3ccc(C)cc3)S(C)(=O)=O)cc2)CC1

Assay by compound	17	18	19	20	21	22	23	24
Rab7 wt modul	101	102	97	97	100	101	99	98
Mcl1-Noxa inh	-24	-3	-7	3	27	2	-1	-1
Bim-Mcl-1	1	-5	-2	0	0	-5	0	-4
Avidin bead fluor	12	34	7	20	9	2	9	32
HRas wt GTP bind	103	104	95	96	99	99	100	102
Rab2 wt GTP	102	104	92	94	100	99	97	98
Pf gamet viab	.	.	.	4	.	14	16	16
Rac1 act GTP bind	103	101	93	95	99	98	101	99
Cdc42 wt	105	107	94	96	101	100	102	103
Mcl1 Bid PPI	-23	-19	4	-20	-36	-2	-1	-7
Rac1 wt GTP bind	110	107	91	95	104	102	105	105

[25] CCOC(=O)c1c(NC(=O)CSc2nnc(N)s2)sc(C)c1-c1ccc(C)cc1
[26] CCCOc1cccc(-c2nnc(N)s2)c1
[27] CC(C)(C)NC(=O)CN1CCC(NC(=O)C23CC4CC(CC(C4)C2)C3)CC1
[28] CCOC(=O)Nc1ccc(OC)c([N+](=O)[O-])c1
[29] CSc1c(CC(=O)Nc2ccccc2C(F)(F)F)n(Cc2ccccc2)c2ccccc12
[30] Cc1cccc(CN2CCN(Cc3ccc(-n4cccn4)cc3)CC2CCO)n1 (configuration not stated)
[31] O=c1cc(N2CCOCC2)[nH]c(=O)n1Cc1ccc(F)cc1
[32] CCC(=O)c1c[nH]c(C(=O)N2CCN(c3ccccc3)CC2)c1

Assay by compound	25	26	27	28	29	30	31	32
Rab7 wt modul	96	96	105	95	101	104	97	93
Mcl1-Noxa inh	-3	15	13	2	10	-47	-4	29
Bim-Mcl-1	-2	-7	0	0	7	-2	0	-1
Avidin bead fluor	12	6	9	9	22	3	5	9
HRas wt GTP bind	97	98	96	96	99	102	100	97
Rab2 wt GTP	95	100	105	98	98	101	100	97
Pf gamet viab	.	.	.	22	-2	-8	.	-9
Rac1 act GTP bind	96	101	98	97	98	97	97	94
Cdc42 wt	96	99	107	101	102	102	100	95
Mcl1 Bid PPI	-6	-17	-21	-27	58*	-3	-40	1
Rac1 wt GTP bind	99	108	99	100	102	102	102	101

[33] CCCCCCCNC(=O)c1ccc(N2CCC3(CC2)OCCO3)c([N+](=O)[O-])c1
[34] OCCNC(=S)Nc1ccc(Cl)c(Cl)c1
[35] COCCn1c(C)cc(C(=O)CSc2nc3nc(C)cc(C)n3n2)c1C
[36] CC1CCC(NC(=O)Cn2ncc3ccccc32)CC1 (configuration not stated)
[37] CN(C)c1ccc(-c2nc3ccccn3c2/N=C/c2ccc(Br)cc2)cc1
[38] Cc1cc(Cl)ccc1OC(C)C(=O)N1CCCN(C(=O)C(C)Oc2ccc(Cl)cc2C)CC1 (configuration not stated)
[39] c1ccc2c(N3CCCC3)nc(-c3ccncc3)nc2c1
[40] CCC(C)NC(=O)CO/N=C/c1ccc(C(=O)OC)cc1 (configuration not stated)

Assay by compound	33	34	35	36	37	38	39	40
Rab7 wt modul	101	103	100	102	93	98	97	107
Mcl1-Noxa inh	2	13	-1	10	22	-12	21	2
Bim-Mcl-1	-2	0	-6	0	-2	-3	0	3
Avidin bead fluor	17	2	14	7	12	4	20	11
HRas wt GTP bind	98	98	102	102	98	98	97	107
Rab2 wt GTP	97	98	102	101	97	99	99	105
Pf gamet viab	2	19	14	.	-28	3	.	.
Rac1 act GTP bind	98	100	101	99	100	97	95	99
Cdc42 wt	97	102	102	102	97	98	97	107
Mcl1 Bid PPI	-14	-10	-40	-15	-49	11	-5	2
Rac1 wt GTP bind	99	102	107	106	98	101	97	107

[41] COC(=O)/C=C/c1ccsc1NC(C)=O
[42] Cc1ccc(NC(=O)CCn2cnc3ccccc3c2=O)c(C)c1
[43] COc1ccc(/C=C2\NC(=S)N(CC3CCCO3)C2=O)c(OC)c1 (configuration not stated)
[44] O=Cc1c(C(=O)O)n(CC(=O)O)c2ccccc12
[45] CCCCCOC(=O)Nc1nnc(CCC)s1
[46] COc1ccc(/C=C/c2c([N+](=O)[O-])c(=O)n(C)c(=O)n2C)cc1O
[47] O=C(CSc1nccn1-c1ccccc1)Nc1ccc2c(c1)OCO2
[48] CCN(C(=O)CSc1cc(-c2ccccc2)c2ccc(OC)cc2n1)C1CCS(=O)(=O)C1 (configuration not stated)

Assay by compound	41	42	43	44	45	46	47	48
Rab7 wt modul	98	93	102	100	103	101	100	94
Mcl1-Noxa inh	-2	-1	22	0	7	-5	17	-288
Bim-Mcl-1	-7	-1	0	-2	-3	-2	1	-3
Avidin bead fluor	7	11	18	18	11	11	32	11
HRas wt GTP bind	102	96	101	99	103	103	100	93
Rab2 wt GTP	104	97	100	99	100	101	99	96
Pf gamet viab	-9	24	.	-10	17	1	-32	8
Rac1 act GTP bind	104	99	97	100	98	99	97	96
Cdc42 wt	101	101	99	103	103	100	99	97
Mcl1 Bid PPI	-49	-13	-87	-17	-4	-63	-24	-50
Rac1 wt GTP bind	105	101	97	101	99	100	100	98

[49] Cc1cccc2nc(-c3cccnc3)c(NCCC(C)C)n12
[50] CC1=NN(c2ccccc2)C(=O)C1(C)C
[51] CCOC(=O)C(C)Sc1nnc(Cn2c(=O)sc3ccccc32)n1-c1ccccc1 (configuration not stated)
[52] CCOc1ccc(NC(C)=O)cc1[N+](=O)[O-]
[53] COc1cccc2c1N1C(=O)c3c(C(=O)O)cccc3C1CC2(C)C (configuration not stated)
[54] CC(C)NS(=O)(=O)c1ccc(N2C(=O)c3ccccc3C2=O)cc1
[55] O=c1nc2n(c3ccc(Br)cc13)CCS2
[56] CCCCC(=O)OCC(=O)c1cc(C)n(-c2c(C)n(C)n(-c3ccccc3)c2=O)c1C

Assay by compound	49	50	51	52	53	54	55	56
Rab7 wt modul	106	101	99	106	99	103	98	103
Mcl1-Noxa inh	17	4	12	-3	2	-4	-13	-11
Bim-Mcl-1	-1	0	-5	0	34	0	-30	0
Avidin bead fluor	14	10	5	12	5	14	7	24
HRas wt GTP bind	102	100	98	101	99	103	100	98
Rab2 wt GTP	102	100	96	101	99	102	99	97
Pf gamet viab	3	.	.	-3	.	.	-17	3
Rac1 act GTP bind	99	100	97	96	97	97	98	98
Cdc42 wt	103	102	98	99	99	104	100	96
Mcl1 Bid PPI	-9	-1	-15	-45	-10	-9	13	-29
Rac1 wt GTP bind	103	102	104	103	103	101	102	98
